# Cneo AK release: Cryptococcus neoformans lysis via adenylate kinase release; C. neoformans lysis, adenylate kinase release luminescence, 4 h; normalised: neutral wells 0, clomiphene wells 100; lysis activity, % at 15 µM; 0.2% of 360,000 active;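 active = mean lysis activity across replicates of at least 80%, whatever share of replicates individually reach that level; inactive = mean lysis activity below 80%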
#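 Material: C. neoformans cells; Schedule: 4 h static compound exposure, 37 °C, read 1 h post-reagent; Measured by: adenylate kinase release luminescence; Read-out: signal increase indicating cell lysis; Controls: Clomiphene as positive lysis control.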
# Casp6 inh: blocks human caspase-6 cleavage activity; purified caspase-6, Z-VEID-R110 cleavage fluorescence; inhibition, % at 12.5 µM; 0.53% of 350,000 active;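 active = mean inhibition across replicates at least about 35%, with every replicate also reaching that limit, limit read from the data; inconclusive = only one of the two criteria met; inactive = neither criterion met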;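 also: 0% = median of neutral control wells and 100% = no fluorescence left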
# Target sequence (P55212 24-179 limits assumed): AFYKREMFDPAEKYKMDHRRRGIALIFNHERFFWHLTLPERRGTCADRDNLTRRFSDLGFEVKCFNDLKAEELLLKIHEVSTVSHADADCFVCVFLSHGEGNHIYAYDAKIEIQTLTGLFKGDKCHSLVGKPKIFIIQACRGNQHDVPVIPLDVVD
# Target sequence (P55212 194-293 limits assumed): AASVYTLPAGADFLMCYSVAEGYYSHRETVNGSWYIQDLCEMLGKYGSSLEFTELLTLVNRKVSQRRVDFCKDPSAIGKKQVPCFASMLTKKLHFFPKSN
# EWS-Fli inh: EWS/Fli transcriptional activity inhibition | inhibition, % at 12.6 µM | 0.67% of 350,000 active | A673 NR0B1-luciferase reporter, viability-normalised;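 active = mean inhibition of at least 50% after viability correction, with every replicate also passing that limit; inconclusive = mean reaches 50% but only one of two replicates passes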;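 also: firefly luciferase signal divided by Alamar Blue viability fluorescence both relative to DMSO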
# FN deposit inh: fibronectin deposition inhibition | AH1F fibroblasts, Alexa488-fibronectin deposition fluorescence, overnight | 0.086% of 350,000 active | inhibition, % at 12.6 µM | AID 743247;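 active = mean inhibition across replicates of 30% or more, regardless of how many single replicates reach that level; inconclusive = mean under 30% yet at least half of replicates reach 30%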;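 also: positive control wells lacked labelled fibronectin entirely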
#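 Schedule: 1 h cell adhesion before compound, then overnight fibronectin incubation; test system: AH1F fibroblast monolayer depositing Alexa488-labelled fibronectin into matrix; quantity: 10000 AH1F cells per well; probe or stimulus: fluorescent fibronectin at 24 nM final; signal: fluorescence, ex 485 nm, em 525 nm; evaluation: percent inhibition as loss of matrix-bound fibronectin fluorescence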
# LGR2 antag: blocks bursicon-induced cAMP signaling via Drosophila LGR2. 0.35% of 380,000 active. inhibition, % at 9.99 µM. HEK293 LGR2, CRE-luciferase, bursicon-stimulated, 4 h. AID 720647;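 active = drop in luminescence signal, shown as inhibition above about 50% in the replicate tests, limit read from the data, passing the limit was not always enough; inconclusive = probably only some replicates passing the limit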;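 also: agonist challenge used bursicon conditioned medium at about half maximal strength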
# PAX8 reporter: lowers PAX8-driven luciferase in RMG-I cells. RMG-I TPO-luciferase reporter, SteadyGlo, 24 h. AID 652154. 1.2% of 360,000 active. inhibition, % at 12.6 µM;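 active = mean replicate inhibition at least 60% with every replicate also reaching 60%; inconclusive = only one of the two criteria is met; inactive = mean below 60% and not all replicates reaching 60%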;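 also: luciferase light reporting Pax8 driven TPO promoter activity; plate controls were median of neutral control wells for no effect and mitoxantrone controls for full effect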
# PGC1a acetyl inh: modulators of PGC1a acetylation; U2OS PGC1a acetylation, AlphaScreen anti-acetyl-lysine; with virally co-expressed GCN5 acetyltransferase; inhibition, % at 15.6 µM; 0.17% of 350,000 active; AID 651687;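 active = every replicate shows inhibition of at least 40%; inconclusive = mean inhibition at least 40% but some replicate below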;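 also: 0% = neutral control wells and 100% = positive control wells; some results beyond the cut were filed as inactive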
# miR-122 sensor: inhibitors of miR-122 in Huh7 cells; Huh7 miR-122 Renilla luciferase sensor, 48 h; neutral wells = 0, positive control = 100; activation (reporter increase), % at 12.5 µM; 0.3% of 340,000 active; AID 602342;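 active = mean replicate activation score at least 90 and every replicate individually at or above 90; inconclusive = only one of the two criteria met; inactive = neither criterion met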;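 also: higher luciferase means less miR-122 activity so hits act as miR-122 inhibitors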
# The depositor's hits bear a star; ? = inconclusive; · = not tested or not shown; & = joins results of further samples; [ ] = dose if it differs, or a comment.
SMILES,Cneo AK release,Casp6 inh,EWS-Fli inh,FN deposit inh,LGR2 antag,PAX8 reporter,PGC1a acetyl inh,miR-122 sensor
N#Cc1cccc(-c2ccc([C@@H]3[C@@H](CO)N4CCCCN(Cc5ccccc5F)C[C@H]34)cc2)c1,7,·,5,6,-3,-2,-7,8[16.7 µM]
CC1CCCCN1C(=O)COC(=O)c1ccc(=O)n(Cc2ccccc2)n1 (configuration not stated),·,-2,-4,7,-11,-1,·,·
NC(=O)C1CCN(C(=O)CCC(=O)c2cccs2)CC1,0,0,-6,1,3,·,3,2
COc1ccc(NC(=O)N(C)C[C@H]2Oc3ccc(NS(=O)(=O)c4ccc(F)cc4)cc3CC(=O)N([C@@H](C)CO)C[C@@H]2C)cc1,·,-1,6,·,-4,·,8,7[16.7 µM]
Cc1cccc(CN2C3=NCCCN3c3ccccc32)c1,5,-2,-15,-3,-1,2,-2,-16
COc1ccc(CN2CCNC(=O)C2CC(=O)NCCCC2CCCC2)c(F)c1 (configuration not stated),7,2,·,-9,3,9,·,·
Cn1nc(C(=O)NCc2cccnc2)c2ccccc2c1=O,1,·,·,9,·,21,-8,10
COc1cccc(CNC(=O)C[C@@H]2CC[C@@H](NC(C)=O)[C@H](CO)O2)c1,-3,-2,0,1,6,0,-2,-2[16.7 µM]
O=C(CS(=O)(=O)c1cn(CC(=O)N2CCCC2)c2ccccc12)Nc1ccccc1,0,2,-10,5,-30,·,2,-3
CC1CCN(S(=O)(=O)c2ccc(NC(=O)CN3CCCCCC3)cc2)CC1,-2,-2,13,2,5,-2,-2,9
COc1ccc2ccccc2c1/C=N\NC(=O)c1ccc(C)s1,6,3,·,-8,-3,15,-2,-2
O=C(Nc1ccnn1C1CCN(CCCc2ccccc2)CC1)c1cccc(F)c1,2,-5,10,15,-28,14,-6,-8
COc1ccc(S(=O)(=O)N(C)C[C@@H]2Oc3ccc(NC(=O)NC(C)C)cc3CC(=O)N([C@@H](C)CO)C[C@H]2C)cc1,-1,-1,3,-4,-10,-23,-4,-2[16.7 µM]
COc1ccc(S(=O)(=O)N[C@@H]2CC[C@H](CC(=O)N3CCN(c4ccccc4)CC3)O[C@@H]2CO)cc1,-3,-1,9,0,-8,4,2,·
O=C(NC[C@@H]1N[C@@H](CO)[C@@H]1c1ccccc1)C1CC1,1,0,-6,·,11,-1,-4,6[16.7 µM]

# Whole records, looked up by structure. Order of values: Cneo AK release, Casp6 inh, EWS-Fli inh, FN deposit inh, LGR2 antag, PAX8 reporter, PGC1a acetyl inh, miR-122 sensor
# Entry for Cn1nc(C(=O)NCc2cccnc2)c2ccccc2c1=O = 1, ·, ·, 9, ·, 21, -8, 10
# Entry for CC1CCCCN1C(=O)COC(=O)c1ccc(=O)n(Cc2ccccc2)n1 (configuration not stated) = ·, -2, -4, 7, -11, -1, ·, ·
# Entry for NC(=O)C1CCN(C(=O)CCC(=O)c2cccs2)CC1 = 0, 0, -6, 1, 3, ·, 3, 2

# Going on with the list:
SMILES,Cneo AK release,Casp6 inh,EWS-Fli inh,FN deposit inh,LGR2 antag,PAX8 reporter,PGC1a acetyl inh,miR-122 sensor
O=C(O)c1cc(S(=O)(=O)N(Cc2ccccc2)c2cccc(C(F)(F)F)c2)ccc1Cl,1,2,2,-12,0,-20,6,-12
COc1ccc(C(CCNC(C)c2ccccc2)C(C)C)cc1 (configuration not stated),-5,-4,39,1,0,23,-11,-6
COc1ccc(-n2c(C)n[nH]c2=O)cc1OC,-4,·,·,3,·,15,16,-4
COc1ccc(CC(=O)Nc2nc(-c3ccc(OC)c(OC)c3)cs2)cc1OC,-2,4,11,5,14,-8,3,-10
COc1ccc(CN(C)C[C@H]2Oc3c(NS(=O)(=O)c4ccc(F)cc4)cccc3C(=O)N([C@@H](C)CO)C[C@H]2C)cc1,1,0,-4,·,-7,-8,-2,4[16.7 µM]
Nc1nnnn1NCc1cccc(OCc2ccccc2)c1,1,·,·,-7,·,-1,-1,3
CN(CCc1ccccn1)C(=S)Nc1ccc(Cl)cc1Cl,1,-2,-9,2,-10,-22,·,37
CC(=O)n1nc(-c2ccccc2)nc1NCc1ccc(N(C)C)cc1,0,2,-77,5,-45,-67,-2,3
CCCCC(O)(CCCC)C(=O)N/N=C(\C)c1ccc(Cl)cc1,9,0,6,-6,·,-8,?,·
Cc1cccc(NC(=O)COC(=O)c2ccc([N+](=O)[O-])o2)c1C,-3,0,6,1,-13,9,-9,-4
N#C/C(=C\c1cn(Cc2ccc(F)cc2)c2ccccc12)C(=O)NCc1ccco1,2,·,·,26,1,18,-12,-5
O=C(C[C@H]1CC[C@H]2[C@@H](COC[C@@H](O)CN2C(=O)c2ccccc2)O1)Nc1nccs1,2,0,-15,-7,6,-7,-9,2[16.7 µM]
Cc1c(C(=O)NC2CCN(Cc3ccccc3)C2)oc2c(Cl)cccc12 (configuration not stated),6,-5,13,-3,6,13,7,2
Cc1ccc(S(=O)(=O)N(C)C[C@@H]2Oc3ccc(NS(=O)(=O)c4c(C)noc4C)cc3CC(=O)N([C@@H](C)CO)C[C@H]2C)cc1,-3,-4,-10,·,-11,-38,-2,40[16.7 µM]
C/C(=N\NC(=O)COc1ccc([N+](=O)[O-])cc1)C(C)(C)C,2,·,·,3,10,·,10,-1
C[C@H]1CN([C@@H](C)CO)C(=O)CCCn2cc(nn2)CO[C@H]1CN(C)Cc1ccc(C(=O)Nc2ccccc2N)cc1,-1,0,24,-13,-2,·,10,13[16.7 µM]
OC[C@@H]1CN(Cc2ccc(Cl)cc2)C[C@H](n2cnc3c(NCc4ccncc4)ncnc32)O1,1,-2,-7,-23,11,-11,3,6
CC(=O)N1[C@H](CO)[C@@H]2c3ccccc3N(S(=O)(=O)c3ccc(F)cc3)C[C@@H]21,-2,·,1,·,-9,-3,-6,-29[16.7 µM]
CCCC(=O)NC(Nc1c(C)n(C)n(-c2ccccc2)c1=O)C(Cl)(Cl)Cl (configuration not stated),1,1,-11,2,6,-6,4,-2
O=C(c1cc(COc2ccc(F)cc2F)on1)N1CCN(C(=O)c2ccco2)CC1,5,5,-1,-5,-9,1,·,·
Cc1cc(C)c(OCC(=O)N(Cc2ccc(N(C)C)cc2)C2CCS(=O)(=O)C2)c(C)c1 (configuration not stated),-2,0,9,7,2,8,-3,-3
O=C(CSc1nc(C2CCCCC2)nc2ccccc12)NCc1ccc2c(c1)OCO2,·,0,-2,13,·,3,·,·
O=C(Nc1nnc(-c2cccs2)o1)c1cc(-c2ccccc2)nc2ccccc12,-1,0,22,2,4,29,6,-6
CCc1cccc2c(SCC(=O)NCC3CCCO3)nc(-c3ccc(F)cc3)nc12 (configuration not stated),-1,1,15,·,-30,·,9,-4
CC(=O)c1cc(C#N)c(SCc2ccccn2)nc1C,13,3,-54,-1,-13,-154,1,-10
Nc1c(-c2ccc(F)cc2)nc2ncccn12,·,-1,0,-3,2,10,·,·
O=C(C1CCC1)N1CC[C@@H]2[C@H]1c1cc(C#Cc3cccc(F)c3)ccc1N[C@@H]2CO,6,1,-1,2,-12,-6,1,-6[16.7 µM]
O=C(Nc1cnc2ccccc2c1)c1cccnc1,-3,0,-88,-6,23,-135,-267,-7
COc1ccc(NC(=O)N(C)C[C@@H]2Oc3c(NC(=O)c4ccc(-c5nccs5)cc4)cccc3C(=O)N([C@@H](C)CO)C[C@@H]2C)cc1,-3,-2,-11,·,-9,·,5,-2[16.7 µM]
Cc1nc2cc(C)c(C)cc2o1,-3,4,-5,-1,-16,10,2,·
C=CCn1c(SCC(=O)NC(=O)NC)nnc1C1CCCCC1,·,-3,3,2,8,-7,1,·
C[C@@H]1CN([C@@H](C)CO)C(=O)c2cc(NC(=O)NC3CCCCC3)ccc2O[C@@H]1CN(C)S(=O)(=O)c1ccc(Cl)cc1,0,0,6,·,-1,9,-1,76[16.7 µM]
CC(C(=O)O/N=C(\N)c1ccccn1)c1ccc([N+](=O)[O-])cc1 (configuration not stated),2,4,-30,1,-15,-49,·,·
COc1ccc(NC(=O)Nc2ccc3c(c2)C(=O)N([C@@H](C)CO)C[C@@H](C)[C@@H](CN(C)S(=O)(=O)c2cccs2)O3)cc1,-3&6,1&-6,-6&5,15,-1,-27,8&-3,9[16.7 µM]
O=C(Cc1ccc(F)cc1)Oc1ccc(C(=S)N2CCCC2)cc1,0,1,-12,-6,-9,7,-6,6
CC(=O)NC1=NN(C(C)=O)C(C)(c2cccnc2)S1 (configuration not stated),1,1,-7,0,-5,-10,5,-2
COc1ccccc1NC(CC(=O)c1ccccc1)C(=O)OCC(=O)c1ccc(F)cc1 (configuration not stated),·,·,·,3,-59,-100,4,·
CC(C)C#Cc1cnc2c(c1)C(=O)N([C@H](C)CO)C[C@@H](C)[C@H](CN(C)C(=O)Nc1cccc(F)c1)O2,-1,-2,-5,-6,10,0,1,0[16.7 µM]
CCC(=O)Nc1cc(C(=O)OCC(=O)c2ccc(Cl)cc2Cl)ccc1C,0,·,·,8,·,-5,13,32
CC(C)CC(NC(=O)C1CCC(C)CC1)C(=O)Nc1ccccn1 (configuration not stated),-1,·,·,·,·,-48,-26,3
Cc1nonc1CN(C)C(=O)c1ccc(OC2CCN(C(=O)c3cccnc3)CC2)cc1,2,-2,-6,-7,·,-3,1,·
Cc1ccc(NS(=O)(=O)c2ccc(CCC(=O)NC3CC3)cc2)cc1,-1,·,·,3,·,·,3,1
C=CCN1C(=O)[C@@]2(O[C@@H](CCn3cc(CCO)nn3)[C@H]([Si](C)(C)c3ccc(OC)cc3)[C@H]2C)c2cc(NC(=O)c3ccc(OC)cc3)ccc21,3,-3,-11,·,·,12,-31,·
CCOCCOC(=O)c1[nH]c2c(c1C)C(=O)CC(c1cc(OC)c(OC)c(OC)c1)C2 (configuration not stated),3,-1,12,1,15,24,-3,-4
COc1ccc(CCN(C)Cc2nc(-c3cnccn3)no2)cc1OC,2,-2,4,-2,10,-16,0,-2

# Retrieved one by one from the list above:
SMILES,Cneo AK release,Casp6 inh,EWS-Fli inh,FN deposit inh,LGR2 antag,PAX8 reporter,PGC1a acetyl inh,miR-122 sensor
CCOCCOC(=O)c1[nH]c2c(c1C)C(=O)CC(c1cc(OC)c(OC)c(OC)c1)C2 (configuration not stated),3,-1,12,1,15,24,-3,-4
CCC(=O)Nc1cc(C(=O)OCC(=O)c2ccc(Cl)cc2Cl)ccc1C,0,·,·,8,·,-5,13,32

# (further entries)
SMILES,Cneo AK release,Casp6 inh,EWS-Fli inh,FN deposit inh,LGR2 antag,PAX8 reporter,PGC1a acetyl inh,miR-122 sensor
COc1cc(/C=C2\N=C(c3ccccc3)OC2=O)ccc1OCc1c(C)no[n+]1[O-],·,·,·,-2,7,-30,-2,-1
CC(C)Cn1c(CN(Cc2ccccc2)Cc2ccccc2)nc2c1c(=O)n(C)c(=O)n2C,1,-3,18,-2,·,4,·,-3
O=C(CCCn1c(=O)[nH]c2cc(Cl)ccc2c1=O)NC1CCCCCC1,0,·,·,-39,·,-66,4,0
O=C(NC1C2CC3CC(C2)CC1C3)c1ccc(N2CCNCC2)c([N+](=O)[O-])c1 (configuration not stated),2,-1,25,0,-3,-5,9,4
O=C(Nc1nnc(SCC(=O)N2CCCc3ccccc32)s1)c1ccccc1,·,1,-7,-19,·,-57,·,·
COc1ccc(S(=O)(=O)N2CCN(C(=O)C3CC3)CC2)cc1,8,0,0,-6,-9,-15,-20,5
COc1cccc(-c2ccc([C@H]3[C@H](CO)N4CCCCN(Cc5cncnc5)C[C@@H]34)cc2)c1,0,1,-22,·,-4,-24,-3,5[16.7 µM]

# From PubChem
